Cardiac RTF inh = cardiac RTF calcium sensitivity inhibitors, primary screen, biochemical, IANBD-TnC fluorescence, EC70 calcium | Troponin I, cardiac muscle (Homo sapiens) + Troponin T, cardiac muscle (Homo sapiens) + … | hit rate 0.12% among 340,000 | IANBD-labeled cardiac RTF, Ca2+ fluorescence | inhibition, % at 7.15 µM;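 active = inhibition above the mean inhibition of all tested compounds plus 3 SD, cut at about 17% in these data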;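 note: assay run at fixed EC70 calcium of 1.6 mM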
PfHsp90 set2 = growth inhibition of PfHsp90-expressing yeast, primary screen, antimalarial PfHsp90 inhibitor project, S. cerevisiae, BacTiter-Glo luminescence, single point, set 2; BacTiter-Glo ATP, 48 h; yeast lacking PDR1 and PDR3 efflux regulators; inhibition, % at 9.4 µM; hit rate 0.32% among 310,000; AID 504621, 2011;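 active = every replicate shows inhibition above about 80%, whatever the replicate mean, limit read from the data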;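 note: 0% = DMSO neutral controls and 100% = 20 µM radicicol positive controls; yeast relying on Plasmodium falciparum Hsp90 in place of its own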
PvdQ inh = P. aeruginosa PvdQ acylase inhibitors, primary screen, biochemical, fluorescence, plate reader and imaging, single point; purified PvdQ acylase; AID 488965, 2010; hit rate 0.063% among 340,000; inhibition, % at 10 µM; in the data active = inhibition above about 30%, passing the limit was not always enough;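 note: 0% = vehicle neutral wells and 100% = reference inhibitor wells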
LANA DNA inh = inhibitors of KSHV C-LANA binding to DNA, primary screen, biochemical, fluorescence polarization, FAM-LBS DNA, MBP-C-LANA, single point. Kaposi's sarcoma herpesvirus LANA C-terminal domain (residues 932-1162) DNA binding. inhibition, % at 9 µM. hit rate 0.078% among 340,000. AID 504423, 2011;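 active = highest replicate inhibition at or above 60% at 9 µM, even if other replicates fall short; inactive = all replicates below 60% inhibition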;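 note: 0% = neutral control wells and 100% = 4 µM acridine orange control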
NSD2 inh = NSD2 histone methyltransferase inhibitors, primary screen, biochemical, AlphaScreen, single concentration, set 2; NSD2 peptide methylation, 120 min; inhibition, % at 12.5 µM; hit rate 0.54% among 310,000; AID 743445, 2014; in the data active = inhibition above about 50%
Keap1-Nrf2 PPI = Keap1-Nrf2 protein-protein interaction inhibitors, primary screen, biochemical, fluorescence polarization, single point; inhibition, % at 9.4 µM; Keap1 Kelch-Nrf2 peptide fluorescence polarization, 1536-well; hit rate 0.15% among 340,000; Kelch-like ECH-associated protein 1 (Homo sapiens), Q14145; AID 504523, 2011; in the data active = inhibition above about 12%;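 note: human Keap1 Kelch domain with fluorescein labeled Nrf2 9mer peptide probe; 0% = neutral control wells and 100% = peptide positive control; higher means more block of Keap1 binding to Nrf2 peptide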
Rtt109 Vps75 = inhibitors of C. albicans Rtt109/Vps75 HAT, primary screen, biochemical, ThioGlo CoA-SH fluorescence, plate reader; hit rate 0.16% among 330,000; Histone acetyltransferase RTT109 (Candida albicans (strain SC5314 / ATCC MYA-2876)), …; AID 540336, 2011; inhibition, % at 34.9 µM; purified Rtt109/Vps75, 4 h;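 active = inhibition of at least 50% in every replicate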
Target sequence (Q5AAJ8 whole entry, looked up): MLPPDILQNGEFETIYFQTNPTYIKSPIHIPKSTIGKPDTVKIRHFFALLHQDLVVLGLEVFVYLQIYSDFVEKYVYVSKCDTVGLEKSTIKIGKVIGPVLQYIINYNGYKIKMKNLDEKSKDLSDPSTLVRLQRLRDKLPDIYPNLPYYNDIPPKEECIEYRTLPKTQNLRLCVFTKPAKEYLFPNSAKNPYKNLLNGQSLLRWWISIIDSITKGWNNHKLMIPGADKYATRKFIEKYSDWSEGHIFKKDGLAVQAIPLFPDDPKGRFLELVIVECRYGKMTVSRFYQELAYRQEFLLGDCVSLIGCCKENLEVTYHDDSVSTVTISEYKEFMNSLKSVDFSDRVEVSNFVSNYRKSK
Mot1-301 SUMO = yeast Mot1-301 growth rescue at high temperature, primary screen, SUMOylation pathway inhibitor project, S. cerevisiae, ATP luminescence, 38.5C; S. cerevisiae Mot1-301 growth rescue; percent above DMSO median, 100 means doubled; growth rescue, % at 18.8 µM; hit rate 1% among 320,000; AID 2716, 2010;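 active = every valid replicate shows activation above 250% relative to neutral control wells; inactive = the rest, any valid replicate at or below 250%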;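 note: OY570 slx delta 5 strain wells were the positive control but not used for scaling; some compounds called inactive have numbers as strong as hits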
dFosB activator = activators of delta FosB homodimer, primary screen, biochemical, fluorescence polarization, TAMRA-CDK5 oligo, single point; Protein FosB (Mus musculus), P13346; purified delta FosB; percent of positive-control signal above neutral wells; activation, % at 25 µM; hit rate 0.99% among 340,000;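 active = mean activation above about 17%, with every replicate also reaching it, limit read from the data, passing the limit was not always enough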;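 note: fluorescence polarization rise as delta FosB binds a TAMRA Cdk5 AP-1 oligo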
Target sequence (P13346 whole entry, looked up): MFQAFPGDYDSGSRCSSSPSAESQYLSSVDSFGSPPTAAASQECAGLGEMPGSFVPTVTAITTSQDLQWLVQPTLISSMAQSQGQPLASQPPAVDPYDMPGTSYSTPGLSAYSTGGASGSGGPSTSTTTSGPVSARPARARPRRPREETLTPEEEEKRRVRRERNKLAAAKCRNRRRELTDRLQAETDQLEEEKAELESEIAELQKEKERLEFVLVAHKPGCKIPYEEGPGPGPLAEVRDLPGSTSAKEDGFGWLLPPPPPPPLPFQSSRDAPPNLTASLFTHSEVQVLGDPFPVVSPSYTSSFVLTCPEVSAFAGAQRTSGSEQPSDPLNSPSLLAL
RTF Ca sens act = cardiac RTF calcium sensitivity activators, primary screen, biochemical, IANBD-TnC fluorescence, EC20 calcium; Troponin I, cardiac muscle (Homo sapiens) + Troponin T, cardiac muscle (Homo sapiens) + …; IANBD-labeled TnC RTF fluorescence at EC20 calcium; 0% EC20 calcium, 100% full calcium; activation, % at 7.2 µM; hit rate 0.24% among 340,000;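 active = activation above the mean over all tested compounds plus 3 SD, cut at about 30% in these data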;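 note: rise in fluorescence read as greater calcium sensitivity of cardiac thin filaments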
CDK5 inh = inhibitors of human CDK5/p35 kinase, primary screen, biochemical, single concentration | Cyclin-dependent kinase 5 (Homo sapiens) + Cyclin-dependent kinase 5 activator 1 (Homo … | Recombinant CDK5/p35, ADP-Glo luminescence, 60 min | inhibition, % at 10 µM | hit rate 0.01% among 330,000 | AID 488839, 2010;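 active = highest replicate inhibition of at least 50% and at least 75% of replicates reaching 50%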;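 note: plate controls were DMSO neutral control for no effect and GW8510 at 10 µM for full effect; many of its hits are not listed in these tables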
An asterisk follows results filed as active; · = no result given.

smiles	Keap1-Nrf2 PPI	CDK5 inh	Mot1-301 SUMO	dFosB activator	PfHsp90 set2	Cardiac RTF inh	LANA DNA inh	RTF Ca sens act	Rtt109 Vps75	PvdQ inh	NSD2 inh
O=Cc1cn(-c2ccccc2)nc1-c1cc2c(ccc3ccccc32)oc1=O	-1	-0.2	·	2	27	-12	2.0	6	-7	-15	-1
COc1ccc(CCNC(=O)CSc2nnc3ccc(-c4ccncc4)nn23)cc1	1	1.8	2	-9	-23	-4	-0.6	2	-1	-6	2
Cc1ccc(C(=O)Nc2cccc(S(=O)(=O)N3CCCCC3)c2)cc1[N+](=O)[O-]	-2	-2.1	32	5	15	-3	-0.5	-2	-12	-11	-1
Cn1cc(S(=O)(=O)Cc2ccc(F)cc2)c2ccccc21	-1	-0.7	5	1	-1	-13	2.1	3	-12	-14	·
O=C(Cc1ccc(F)cc1)N(c1ccccc1)C1C=CS(=O)(=O)C1 (centres undefined)	-5	0.2	-16	-8	4	-2	1.5	-1	·	-16	-1
COc1cc(C(=O)NCCc2ccc3c(c2)OCCO3)ccc1OCC(=O)N1CCOCC1	-4	-1.8	1	4	·	-4	1.0	3	8	-18	0
O=C(COc1ccccc1)Nc1ccc(S(=O)(=O)N2CCOCC2)cc1	-2	-0.8	8	1	-7	1	1.3	-4	-1	5	-5
CN1CC(=O)N(C)c2ncn(Cc3ccccc3)c2C1=O	4	0.3	5	-1	3	-3	-0.4	-2	2	-2	0
COc1ccc(S(=O)(=O)Nc2cccc3c2O[C@H](CN(C)C(=O)NC2CCCCC2)[C@@H](C)CN([C@H](C)CO)C3=O)cc1	-3	-2.5	·	0	-34	-6	-0.2	9	1	-9	·
O=C1CC(c2ccco2)Cc2nc(N3CCN(Cc4ccc5c(c4)OCO5)CC3)ncc21 (centres undefined)	-7	-0.1	0	-17	·	-10	0.5	-3	10	-8	0
Cc1ccnc(NC(=O)c2ccccc2[N+](=O)[O-])c1	-4	-3.0	1	-10	12	-10	1.0	-1	-1	-1	3
O=C(Cn1cnc2c(cnn2-c2ccc(F)cc2)c1=O)NCCc1ccccc1	3	0.8	-1	-2	-12	-7	-2.7	9	17	-2	·
O=C(Cn1ncc2c1-c1ccccc1OC2)Nc1ccc(S(=O)(=O)N2CCCCC2)cc1	-2	0.3	2	-6	-4	-2	0.7	1	13	13	·
Cc1cccc(CS(=O)(=O)c2ncc(Cl)c(C(=O)Nc3nnc(C(C)C)s3)n2)c1	-2	-3.2	-8	-6	5	-4	-0.5	-6	25	3	1
CN(C)c1ccc(S(=O)(=O)NCC(=O)N2CCN(S(=O)(=O)c3cccc(F)c3)CC2)cc1[N+](=O)[O-]	2	-0.9	·	-11	-1	-5	2.7	2	4	-7	1
Cc1cc(/C=C2\C(=N)N3N=C(c4ccco4)SC3=NC2=O)c(C)n1Cc1ccccc1	4	0.5	-1	2	-8	-2	0.2	-5	1	0	12
C=CCn1c(O)c(N=NC(=O)c2cccnc2)c2cc(Br)ccc21	-4	0.3	-9	-9	-14	-3	-0.3	9	13	1	0
CCC(C)n1c(-c2cccs2)nc2nc3ccccc3nc21 (centres undefined)	0	-0.6	-20	-7	-14	2	1.5	1	-108	6	-15
C=CCn1c(=S)[nH]c2scc(-c3ccc(C)o3)c2c1=O	-5	0.2	-39	2	-42	-1	1.3	-1	-3	-3	8
COc1ccc(NC(=O)c2ccc(NC3CC(=O)N(c4ccc(C)cc4C)C3=O)cc2)cc1 (centres undefined)	-1	1.6	-20	8	0	8	0.0	4	-8	-1	-1
COc1ccc(S(=O)(=O)N2CCN(C)CC2)cc1C	-4	0.6	-11	4	2	1	1.5	9	-11	-17	·
C=CCOn1c(C)c(C(C)=O)c2c3nonc3ccc21	0	1.1	4	-8	6	-10	-0.1	0	-41	-2	0
CC(C(=O)NC(=O)NCc1ccccc1)N1C(=O)c2ccccc2C1=O (centres undefined)	-2	-1.3	-5	0	1	-5	-1.3	-2	9	7	1
CCS(=O)(=O)C(=C1NCCO1)S(=O)(=O)CC	-4	-1.5	5	-2	-1	0	-0.7	0	-14	10	-4
CN(C(=O)Cn1nnc(-c2ccccc2)n1)C1CCS(=O)(=O)C1 (centres undefined)	1	1.3	4	5	3	-30	-1.2	7	-4	-4	0
CC#CCN1c2ccccc2[C@]23C[C@@H](C(=O)OC)N(C(=O)c4ccco4)C2=NC(C(=O)OC)=C(C(=O)OC)[C@H]13	0	0.4	495	-1	-8	-27	-1.4	-4	8	-12	·
OC(CN1CCN(C(c2ccccc2)c2ccccc2)CC1)c1ccc(Br)cc1 (centres undefined)	0	-0.2	-2	4	-6	5	1.0	0	5	2	0
Cc1ccc(CN(C(=O)COc2ccc(Br)cc2)C2CCS(=O)(=O)C2)o1 (centres undefined)	-2	0.1	12	-11	-4	-4	-0.3	1	-29	-16	5
Cc1nc2ccccn2c1/C(O)=C1\C(=O)C(=O)N(CCN(C)C)C1c1cccnc1 (centres undefined)	-1	0.3	-6	-1	3	0	0.0	2	13	-13	6
O=C(Nc1nnc(C2CC2)s1)C1CCCCN1S(=O)(=O)c1ccccc1 (centres undefined)	4	0.6	-9	·	-15	-1	-1.4	2	0	-1	13
CCOc1ccc2nc(N(CCN(C)C)C(=O)/C=C/c3cccs3)sc2c1	-6	-3.6	-20	32*	-18	9	-1.4	-4	-17	0	-3
CCN1C(=O)c2cccc3c(NC(=O)c4ccc(S(=O)(=O)N(C)C)cc4)ccc1c23	2	-0.6	103	2	·	-7	6.7	-2	-2	-4	-1
Cc1ccc(NC(=O)c2cc(S(=O)(=O)N3CCCCC3)ccc2N2CCOCC2)cc1F	0	0.0	196	-10	-15	3	1.7	9	-9	10	-1
Cc1cccc(NS(=O)(=O)c2ccc(C)c(NS(=O)(=O)c3cccs3)c2)c1	-2	-1.5	·	-8	-4	-2	-0.9	3	8	-9	1
Cc1ncc(S(=O)(=O)c2ccccc2)c(-c2ccccc2)n1	0	0.0	3	3	-21	-11	0.5	8	-13	-15	1
CC[C@@]1(C(=O)OC)N[C@H](CN(C)S(=O)(=O)c2ccc(-c3ccccc3)cc2)[C@@H]2C(=O)N(Cc3ccccc3)C(=O)[C@@H]21	-4	0.8	·	-5	0	-5	1.1	0	-3	-5	·
CN1CCN(c2nc3c(c(=O)[nH]c(=O)n3C)n2Cc2ccccc2)CC1	1	0.6	10	-5	5	-16	1.6	11	1	-11	5
CCOC(=O)/C(N=O)=C(\O)C1CCN(C(=O)OCC)CC1	0	-0.1	-1	5	-7	-1	0.5	9	7	-26	-1
COc1ccccc1C1=NC(c2ccc(F)cc2)N=C1C (centres undefined)	-2	-0.2	-6	-6	-13	4	0.9	-6	17	12	-6
COc1ccccc1C(=O)Oc1cc(N)n(S(=O)(=O)c2ccccc2)n1	-4	0.6	-11	0	-20	0	0.1	-4	19	9	1
CCOc1ccc(CN(C(=O)c2oc3cc(C)ccc3c2C)C2CCS(=O)(=O)C2)cc1 (centres undefined)	7	-0.5	14	-17	·	-4	1.1	-3	·	-6	0
C=CCn1c(NCc2c[nH]c3ccccc23)nc2ccccc21	-3	1.1	-16	-1	10	-7	0.3	2	4	9	12
CCCCN(CCCC)Cc1ccc(C(=O)NNC(=O)Nc2ccc(Cl)cc2)o1	-2	1.8	-6	-2	8	7	-1.2	2	21	10	3
Cc1csc(NC(=O)c2cc3c(C)nn(Cc4ccccc4Cl)c3s2)n1	-4	3.9	33	46*	-1	-4	-2.0	-3	7	-8	-2
CC(=O)c1ccc(-n2ccnc2)cc1	1	0.4	-7	-7	4	-8	0.2	12	-7	-10	-1
CSc1ncccc1C(=O)Nc1nc2ccc(S(C)(=O)=O)cc2s1	-1	1.0	-5	-15	·	-8	1.2	-1	-21	-6	-2
CC(=O)Oc1cc(OC(C)=O)c2c(=O)c(-c3ccc4c(c3)OCCCO4)c(C)oc2c1	-1	-1.2	10	-5	-4	-5	-2.7	4	0	-16	-3
Clc1ccc(-c2nnsc2SCc2ccccc2)cc1	-10	-1.9	685	-6	-4	-6	0.4	11	-2	-12	-2
Cc1ccc2c(c1)c1c3n2CCN(C(=O)CCl)C3CCC1 (centres undefined)	-4	1.4	2	-6	14	-1	0.5	-9	-4	-12	26
COc1ccc(NC(=O)CC23CC4CC(CC(Br)(C4)C2)C3)c(OC)c1	4	1.6	-12	-6	-1	1	-0.1	-2	2	-11	-7
O=C(CC1Nc2cccc3cccc(c23)NC1=O)Nc1ccc(F)cc1 (centres undefined)	-1	2.2	0	-9	-36	-4	1.0	6	9	-8	7
CC(C)(C)OC(=O)N1CCC(c2c(C(=O)N3CCN(C4CCCCC4)CC3)cnn2-c2ccccc2)CC1	-6	0.0	247	-21	-35	3	-2.9	-2	5	-11	6
CCOC(=O)c1[nH]c(C)c(C(=O)NCc2ccc(Cl)cc2)c1C	-3	0.5	3	-6	-1	-5	-0.3	1	7	-9	0
C/C(=N\NC(=O)c1nnn(-c2nonc2N)c1CN(C)c1ccccc1)c1ccccc1O	3	·	-14	2	-8	-4	0.2	2	9	-7	-1
Nc1c(C(O)(C(F)(F)F)C(F)(F)F)cc(C(O)(C(F)(F)F)C(F)(F)F)c2ccccc12	1	1.6	2	4	-1	-3	1.2	-8	1	-8	·
COc1ccc(NC(=O)NC(c2ccccc2)c2ccccc2)c(OC)c1	-2	-3.1	-1	-1	19	-4	-0.1	-3	-2	-6	-2
